D2 antagonist = HTS Assay for Allosteric Antagonists of the Human D2 Dopamine Receptor: Primary Screen for Antagonists. D(2) dopamine receptor (Homo sapiens), P14416. HEK293 TREx D2 cells, calcium flux, dopamine EC80. inhibition, % at 10 µM. 340,000 compounds, 2% hits. AID 485344, 2010; in the data active means inhibition above about 30%; further: 0% is about no effect
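Calcium mobilization kinetics were recorded at 1 s intervals in tetracycline-induced HEK293 T-REx D2 cells, first for 180 s after compound addition and then 180 s after EC80 dopamine.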
Pin1 inh = qHTS Assay to Find Inhibitors of Pin1 | Pin1 FP peptide displacement, HiFluor488, 10 min | Potency, µM (highest dose often 115 µM), for the others: top-dose activity, negative = inhibition, usual class: inhibitors | AID 504891, 2011 | 390,000 compounds, 0.009% hits | Peptidyl-prolyl cis-trans isomerase NIMA-interacting 1 (Homo sapiens), Q13526; active means well fitted inhibition curve with a large enough effect in the polarisation, with a control signal flat, not every such curve was filed as active; inconclusive means small, poorly fitted or top-dose-only effect, or effect the other way, or a change in a side signal; inactive means no such curve, though single readings can be large or run the other way; the % refers to the polarisation; further: potency means the concentration at half of the fitted maximal effect; on the % scale 0 is the no-effect control and ±100 the full control effect
Target sequence (Q13526 whole entry, looked up): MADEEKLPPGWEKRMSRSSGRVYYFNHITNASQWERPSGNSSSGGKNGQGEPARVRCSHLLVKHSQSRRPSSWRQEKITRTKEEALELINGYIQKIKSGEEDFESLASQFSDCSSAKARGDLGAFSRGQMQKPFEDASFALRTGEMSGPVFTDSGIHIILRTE
D2 agonist = HTS Assay for Allosteric Agonists of the Human D2 Dopamine Receptor: Primary Screen for Agonists; D(2) dopamine receptor (Homo sapiens), P14416; HEK293 T-REx D2 cells, calcium flux agonist mode; activation, % at 2 µM; 340,000 compounds, 0.53% hits; AID 485358, 2010;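 active means activation over 3 SD above normal in the single-dose calcium agonist read, cut at about 30% in these data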; further: 0% is about no effect
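Agonism is scored from calcium flux in a force-coupled, inducible HEK293 cell line expressing D2, read kinetically for 180 s after compound addition against dopamine controls.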
TRHR PAM = qHTS for Small Molecule Agonists and Allosteric Enhancers of Human TRH Receptor: Primary Screen for Enhancers | Thyrotropin-releasing hormone receptor (Homo sapiens), P34981 | TRHR cells, fluo-8 calcium fluorescence, EC20 TRH enhancement | enhancement, % at 2 µM | 360,000 compounds, 0.66% hits; in the data active means enhancement above about 30%; further: 0% is about no effect
Target sequence (P34981 whole entry, looked up): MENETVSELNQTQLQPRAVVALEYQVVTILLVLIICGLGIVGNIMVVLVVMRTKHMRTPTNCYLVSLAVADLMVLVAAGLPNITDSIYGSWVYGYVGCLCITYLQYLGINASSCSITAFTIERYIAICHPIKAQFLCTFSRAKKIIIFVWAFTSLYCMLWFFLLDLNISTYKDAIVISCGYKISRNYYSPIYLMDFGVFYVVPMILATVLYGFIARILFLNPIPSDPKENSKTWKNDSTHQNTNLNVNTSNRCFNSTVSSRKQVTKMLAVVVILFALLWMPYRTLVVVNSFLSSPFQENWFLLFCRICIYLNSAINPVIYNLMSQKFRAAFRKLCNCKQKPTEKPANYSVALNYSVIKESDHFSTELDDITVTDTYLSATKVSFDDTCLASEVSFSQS
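TRHR-expressing cells loaded with fluo-8 calcium dye were read kinetically (ex 480/em 530) during compound addition, then stimulated with an EC20 of TRH (10 nM final). Enhancement of the Gq-mediated intracellular calcium response was scored.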
TrxR1 inh = qHTS Assay for Inhibitors of Mammalian Selenoprotein Thioredoxin Reductase 1 (TrxR1): qHTS; Thioredoxin reductase 1, cytoplasmic (Rattus norvegicus), O89049; recombinant rTrxR1, NADPH fluorescence consumption, selenite substrate; Potency, µM (highest dose often 114 µM), for the others: at the top dose activity change, negative = inhibition, hits mostly inhibitors; 390,000 compounds, 1% hits; AID 588453, 2011; further: potency means the concentration at half of the fitted maximal effect; on the % scale 0 is the no-effect control and ±100 the full control effect; nearly all actives have a fitted effect of over 65% in size
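Rat TrxR1 (90 nM in the dispensed reagent) was pre-reduced with 400 uM NADPH for 5 min at room temperature, then incubated with compound for 15 min. After 400 uM selenite was added, NADPH fluorescence (Ex 340/Em 450 nm) was followed for 8 min.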
USP1 inh = Inhibitors of USP1/UAF1: Primary Screen. Potency, µM (highest dose often 57.1 µM), without a hit: at the highest dose activity change, negative = inhibition, usual class: inhibitors. AID 743255, 2014. Ubiquitin carboxyl-terminal hydrolase 1 (Homo sapiens), O94782. recombinant USP1/UAF1, Ub-Rhodamine cleavage fluorescence. 390,000 compounds, 0.23% hits; further: potency means the concentration at half of the fitted maximal effect; on the % scale 0 is the no-effect control and ±100 the full control effect; nearly all actives have a fitted effect of over 60% in size; inactives centre near -12
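USP1/UAF1 complex at 1 nM was preincubated with compound for 15 min at room temperature, then Ub-Rho substrate (150nM final) was added. Fluorescence (480/540 nm) was read kinetically, 6 reads every 60 seconds.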
mIDH1 inhibitor = qHTS for Inhibitors of mutant isocitrate dehydrogenase 1 (IDH1): qHTS | AID 602179, 2012 | IDH1-R132H enzyme, NADPH consumption, diaphorase/resazurin fluorescence | Potency, µM (highest dose often 76.6 µM), inactives show at the top dose activity change, negative = inhibition, most hits filed as inhibitors | 390,000 compounds, 0.093% hits; further: potency means the concentration at half of the fitted maximal effect; on the % scale 0 is the no-effect control and ±100 the full control effect; nearly all actives have a fitted effect of over 65% in size
Target sequence (O75874 whole entry R132H, stated change not applied): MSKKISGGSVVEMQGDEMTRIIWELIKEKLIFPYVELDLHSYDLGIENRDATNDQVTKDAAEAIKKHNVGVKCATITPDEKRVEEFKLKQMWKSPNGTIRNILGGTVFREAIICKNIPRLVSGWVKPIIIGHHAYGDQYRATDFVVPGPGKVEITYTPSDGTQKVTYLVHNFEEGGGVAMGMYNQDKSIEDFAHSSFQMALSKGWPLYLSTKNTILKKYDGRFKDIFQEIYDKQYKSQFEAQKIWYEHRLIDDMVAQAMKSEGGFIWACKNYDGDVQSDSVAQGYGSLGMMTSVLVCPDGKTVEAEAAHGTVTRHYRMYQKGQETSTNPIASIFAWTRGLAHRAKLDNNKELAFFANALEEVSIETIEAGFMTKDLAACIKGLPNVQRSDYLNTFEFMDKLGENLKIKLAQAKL
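IDH1-R132H (0.5 ug/mL dispensed) in pH 7.5 Tris buffer was preincubated 30 min with compound, then given a substrate mix of 0.016 mM NADPH and 2 mM alpha-KG for 80 min at room temperature; remaining NADPH was read by diaphorase/resazurin fluorescence.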
TrxR1 substrate = qHTS Assay for Substrates of Mammalian Selenoprotein Thioredoxin Reductase 1 (TrxR1): qHTS; Thioredoxin reductase 1, cytoplasmic (Rattus norvegicus), O89049; purified TrxR1 substrate turnover, NADPH consumption readout; Potency, µM (series often up to 114 µM), without a hit: at the top dose activity change, negative = substrate turnover; 390,000 compounds, 0.01% hits; further: potency means the concentration at half of the fitted maximal effect; on the % scale 0 is the no-effect control and ±100 the full control effect; nearly all actives have a fitted effect of over 50% in size
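Rat TrxR1, dispensed at 90 nM, was prereduced with 400 uM NADPH (final) for 5 min at ~22 deg C, then incubated with compound 15 min before 400 uM selenite. A first-read NADPH fluorescence drop versus no-compound background flagged substrates.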
TRHR ag = qHTS for Small Molecule Agonists and Allosteric Enhancers of Human TRH Receptor: Primary Screen for Agonists. 360,000 compounds, 0.18% hits. Thyrotropin-releasing hormone receptor (Homo sapiens), P34981. activation, % at 2 µM. TRHR cells, calcium flux fluo-8, FDSS agonist mode; in the data active means activation above about 30%; further: 0% is about no effect
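TRHR-expressing cells loaded with fluo-8 calcium dye; 23 nL library compound pin-transferred, kinetic FDSS fluorescence (Ex 480/Em 530) recorded about 180 s for agonist-induced calcium release, before a 10 nM TRH EC20 addition for potentiator mode.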
Active calls of the source: *; ? = inconclusive; . = no result given; & = joins results of further samples; [ ] = remark or other dose. Unless noted, the call rests on the fitted dose curve; in most records, active means well fitted inhibition curve with a large enough effect; inconclusive means small, poorly fitted or top-dose-only effect; inactive means no such curve, though single readings can be large or run the other way. These rows are one share of the data, so the mix of outcomes need not match the whole.

smiles | D2 antagonist | Pin1 inh | D2 agonist | TRHR PAM | TrxR1 inh | USP1 inh | mIDH1 inhibitor | TrxR1 substrate | TRHR ag
COc1ccc(CNC(=O)c2ccc3c(c2)N(Cc2c(F)cccc2Cl)C(=O)CS3)cc1 | . | 31%[activator] | 1.7 | -6 | 11%[2.29 µM] | -15% | 1% | 3% | 1.2
COc1ccc(-c2ncc(CN3CCC(CO)(Cc4cccc(OC)c4)CC3)cn2)cc1 | -17 | -2% | -0.7 | -2 | 14% | -3% | -13% | 0% | 0.8
CCOC(=O)c1[nH]c(C)c(CCC(=O)Nc2ccccc2C(=O)OC)c1C | . | -11% | -0.2 | -6 | 7%[57.1 µM] | 2% | 18% | -4%[57.1 µM] | -0.2
Cc1oc(C(=O)O)cc1COc1ccc2c(C)cc(=O)oc2c1 | 1 | 2% | 0.2 | 5 | 8%[57.1 µM] | -18% | -7% | 18%[57.1 µM] | 0.4
COc1cc(/C=C/C(=O)NCc2ccccn2)cc(OC)c1OC | . | 12% | . | 8 | -1% | -15% | 3% | 27% | 0.0
CCNC(=S)Nc1cc(OCC)c(N2CCOCC2)cc1OCC | 0 | 0% | -0.7 | -3 | ? | 3% | 5% | -3% | 0.2
Cc1cccc(C(=O)O[C@H]2[C@H](Cc3ccccc3)NS(=O)(=O)[C@H]3CC4C=C[C@]23O4)c1 | . | 3% | . | . | 9%&3% | -19% | 6% | 6%&-4% | .
CN(CCC#N)C(=O)COC(=O)c1ccc2[nH]c3c(c2c1)CCCC3 | -36 | 4% | 0.8 | 2 | 6% | -11% | -1% | -2% | -0.4
CN(C)CCNC(=O)c1ccc(CS(=O)(=O)c2ccc(Br)cc2)o1 | . | 1% | . | . | -12% | -10% | -3% | -6% | .
CC(C)c1nc2oc3c(N4CCNCC4)ncnc3c2c2c1CCC2 | . | -1% | . | . | 19% | -13% | 2% | 3% | .
O=C1CCCC2=C1Sc1ccccc1N2 | 7 | ? | 0.5 | -2 | -11%[57.1 µM] | ? | 1% | -5%[57.1 µM] | 2.9
O=C(CSc1nnc2ccc(-c3cccnc3)nn12)Nc1ccc(F)cc1F | 1 | -5% | 0.4 | 1 | 19% | -25% | 4% | 12% | 0.5
COc1ccc(C)cc1S(=O)(=O)N1CCCC(C(=O)NC2CC2)C1 (stereo not drawn) | -7 | -4% | 0.5 | -3 | 23% | -18% | 6% | 6% | -0.4
CCOC(=O)c1cnc(-n2nc(C)cc2C)nc1Nc1ccc(OC)cc1 | -15 | -6% | -0.7 | 42* | -2% | -9% | 5% | -5% | 0.1
Cc1nnc(Sc2nc3c(c(=O)[nH]c(=O)n3C)n2CCc2ccccc2)s1 | 50* | -3% | -1.2 | -4 | 14%[57.1 µM] | -8% | -6% | 7%[57.1 µM] | -0.2
C=CCn1c(SCCCc2ccccc2)nc2c1c(=O)[nH]c(=O)n2C | . | 0% | . | -7 | 8%[57.1 µM] | -20% | -14% | 3%[57.1 µM] | 0.3
CCc1ccccc1NC(=O)CN1C(=O)C2CCCN2c2ccc(S(=O)(=O)N(CC)CC)cc21 (stereo not drawn) | . | ? | -1.6 | -3 | 23%[57.1 µM] | -12% | 15% | 6%[57.1 µM] | 0.3
CCN(CC)CCN1C(=O)C2C(C(=O)Nc3ccc(C(C)C)cc3)C3C=CC2(O3)C1C(=O)NC1CCCCC1 (stereo not drawn) | -3 | -3% | 1.1 | -3 | 17%[57.1 µM] | -15% | -7% | 5%[57.1 µM] | -0.3
S=c1[nH]nc(Cc2cccs2)n1-c1cccc2ccccc12 | 0 | 0% | 1.0 | -2 | -28% | -7% | 4% | -1% | 0.2
COc1ccccc1N1CCN(C(=O)C(=O)c2c(C)[nH]c3ccccc23)CC1 | -3 | 4% | 0.5 | -4 | 19% | -4% | 3% | -4% | 0.4
CCOC(=O)N1CCN(C(=O)c2oc3ccc(S(=O)(=O)N4CCCCCC4)cc3c2C)CC1 | -1 | 1% | -1.6 | 5 | 8%[57.1 µM] | -3% | 5% | -16% | -0.1
CC(C)CCOc1ccc(C(=O)N2CCCC2C(=O)O)cc1 (stereo not drawn) | -4 | 6% | 0.2 | -1 | 14%[57.1 µM] | -2% | 8% | 2%[57.1 µM] | 2.9
Cc1ccc(Nc2nnc(SCC(=O)NCC3CCCO3)s2)cc1 (stereo not drawn) | . | -1% | . | . | 9% | -3% | 2% | -2% | .
Nc1nc(NS(=O)(=O)c2ccc(Cl)cc2)nn1-c1ccccc1 | 10 | -1% | 0.2 | 2 | 15% | -6% | -1% | 2% | 0.6
Cc1ccccc1C(=O)N1CCN(c2ccc(NC(=O)c3cccnc3)cc2)CC1 | . | 9% | . | 2 | 18%[57.1 µM] | -23% | -1% | 6%[57.1 µM] | -0.4
COc1ccc(Cl)cc1-n1c(CCC(=O)O)ccc1-c1ccc(C)cc1 | . | . | -2.3 | 8 | ? | -25% | 13% | 6% | -1.1
Cn1c(=O)n(C)c2cc(S(=O)(=O)N3CCN(c4ccccc4)CC3)ccc21 | 15 | 1% | 0.7 | -1 | -3% | -15% | 5% | -4% | -0.7
Cc1ccccc1Cn1c(=O)n(Cc2ccco2)c(=O)c2oc3ccccc3c21 | . | 0% | 0.1 | 0 | -9% | -8% | 12% | -4% | -2.2
COc1ccc(C(C)NC(=O)c2ccncc2)cc1 (stereo not drawn) | -3 | -1% | 0.4 | 10 | 10%[57.1 µM] | -12% | 1% | 2% | -0.1
COC(Cn1c(C)c(C(C)=O)c(C(C)=O)c1C)OC | 0 | -4% | -0.2 | -7 | -10%[57.1 µM] | -2% | -6% | 7%[57.1 µM] | 0.2
O=C(O)c1ccc(N/N=C/c2ccc(-c3cccc(Cl)c3)o2)cc1 | . | -21% | . | -1 | -9% | -22% | -24% | 1% | -0.3
CCOC(=O)C1CCCN(c2cc(C)nc3cc(-c4ccc(F)cc4)nn23)C1 (stereo not drawn) | -8 | ? | 0.2 | 3 | 8% | -13% | 9% | 9% | -0.7

Overlap with the part before: 2 compounds, followed by the next part.
smiles | D2 antagonist | Pin1 inh | D2 agonist | TRHR PAM | TrxR1 inh | USP1 inh | mIDH1 inhibitor | TrxR1 substrate | TRHR ag
O=C(O)c1ccc(N/N=C/c2ccc(-c3cccc(Cl)c3)o2)cc1 | . | -21% | . | -1 | -9% | -22% | -24% | 1% | -0.3
CCOC(=O)C1CCCN(c2cc(C)nc3cc(-c4ccc(F)cc4)nn23)C1 (stereo not drawn) | -8 | ? | 0.2 | 3 | 8% | -13% | 9% | 9% | -0.7
COc1ccc(CCNC(=O)CCCn2c(=O)[nH]c3cc(OC)c(OC)cc3c2=O)cc1OC | 1 | 5% | 0.9 | 2 | 19% | -16% | 7% | 14% | 0.3
Cc1ccc(CCNC(=O)c2cc(-c3ccncc3)nc3ccccc23)cc1 | 3 | -3% | -1.1 | -4 | 5% | -14% | 0% | -4% | -0.6
CC(C)N=C(NS(=O)(=O)c1cccs1)c1ccccc1 | -6 | 2% | -0.2 | -2 | 16% | -15% | -12% | 4% | -0.6
CNC(=O)c1[nH]cnc1C(=O)Nc1cccc(OC)c1 | -8 | 0% | 0.8 | -1 | -4%[57.1 µM] | 2% | -7% | -2% | -0.2
CC(C)CN(C(=O)CSc1nnc(-c2cccs2)n1N)c1c(N)n(Cc2ccccc2)c(=O)[nH]c1=O | 5 | 7% | -0.2 | -4 | 14% | -19% | 2% | 5% | -0.1
COc1cccc(OCC(=O)N(Cc2nc(-c3ccc(Cl)cc3)no2)C(C)C)c1 | 2 | 19% | 0.4 | 10 | 18% | -19% | 0% | 4% | 0.9
Cc1cc2c(cc1[N+](=O)[O-])NC(CNC(C)C)CC2 (stereo not drawn) | 65* | 0% | -0.5 | 5 | 11% | -25% | 5% | 4% | -2.0
N=c1c2c(-c3ccccc3)c(-c3ccccc3)oc2ncn1Cc1ccco1 | 4 | ? | 1.0 | 22 | 22%[57.1 µM] | -25% | -8% | 1%[57.1 µM] | 0.5
O=C(Nc1ncnc2sc3c(c12)CCCC3)c1ccncc1 | 8 | -8% | 1.3 | 2 | 12%[57.1 µM] | -10% | 2% | 9%[57.1 µM] | 0.0
COc1ccc(NC(=O)c2ccc(=O)[nH]c2)cc1S(=O)(=O)N1CCCCC1 | -8 | . | 1.2 | 1 | . | . | . | . | 0.6
Cc1ccc(S(=O)(=O)NC2CCOC(C)(C)C2)cc1 (stereo not drawn) | 2 | 5% | -0.5 | 0 | -4% | 13% | -2% | 1% | -0.1
CC1CCc2c(sc(NC(=O)COc3ccccc3)c2C(=O)Nc2ccccc2Cl)C1 (stereo not drawn) | . | 10% | -0.3 | 4 | 3% | 5% | 0% | 8% | -1.4
